Assay outcomes as filed in PubChem BioAssay.
HEK293 NOD2/NF-kB: inhibition of NOD2-driven NF-kB reporter – cell-based, luminescence, uHTS, HEK293 (AID 1566); HEK293 NOD2/NF-kB luciferase reporter, luminescence; higher % means a stronger effect; 290,000 compounds, 0.63% hits; inhibition, % at 4 µM; hits with a dose series show EC50 in µM; also: many of its hits are not listed in these tables
P. falciparum M17LAP: P. falciparum M17LAP inhibitors, primary screen, biochemical, fluorogenic H-Leu-NHMec substrate, 1536-well (AID 1619). 220,000 compounds, 0.38% hits. recombinant M17LAP, H-Leu-NHMec fluorogenic kinetic assay; higher % means a stronger effect. inhibition, % at 30 µM; hits with a dose series show IC50 in µM;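 active = compound inhibiting the enzyme by more than half at any dose during confirmatory dose-response retesting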;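 also: plate controls were full reaction with DMSO carrier for no effect and no enzyme background for full effect; strong numbers were not always called active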
M1AAP inhibition: P. falciparum M1AAP inhibitors, biochemical, fluorogenic H-Leu-NHMec substrate, 1536-well (AID 1445) | recombinant M1AAP, H-Leu-NHMec fluorogenic kinetic assay; higher % means a stronger effect | inhibition, % at 30 µM; hits with a dose series show IC50 in µM | 220,000 compounds, 0.42% hits;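 active = primary inhibition above the hit cutoff, then over 50% inhibition at one or more dose response concentrations, cut at about 23% in these data, passing the limit was not always enough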;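 also: plate controls were DMSO full reaction for no effect and no enzyme background for full effect; strong numbers were not always called active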
AID2073: inhibitors of Mint1-CaV2.2 protein interaction, biochemical, HTRF (AID 2073); 290,000 compounds, 0.19% hits; one-dose inhibition, % at 20 µM; IC50 in µM for titrated hits; HTRF protein-protein interaction, Mint1-CaV2.2; higher % means a stronger effect; in the data active = inhibition mostly above about 51%, no sharp cut-off; also: some results filed as inactive read as strong as hits
XIAP antagonists: XIAP antagonists, biochemical, IAP family, fluorescence polarization (AID 1018) | one-dose displacement, % at 20 µM; IC50 in µM for titrated hits | 200,000 compounds, 0.007% hits | XIAP BIR domain, fluorescence polarization peptide displacement; higher % means a stronger effect; in the data active = displacement above about 50%; also: a part of the inactive calls stands beside numbers as strong as those of hits
Siah-1 displacement: blockers of Siah-1 interaction with plectin peptide – biochemical, fluorescence polarization, rhodamine-plectin, uHTS, primary screen (AID 1817); Siah-1 / rhodamine-plectin peptide fluorescence polarization; higher % means a stronger effect; displacement, % at 20 µM; hits with a dose series show IC50 in µM; 290,000 compounds, 0.02% hits;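 active = displacement of at least 50% at 20 µM, with a fluorescence ratio check between 0.3 and a set limit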;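 also: plate controls were Siah plus tracer with DMSO for no effect and tracer alone without Siah for full effect; strong numbers were not always called active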
Lipid droplet: hepatic lipid droplet formation modulation; AML12 mouse hepatocytes, oleate lipid droplets, BODIPY imaging; inhibition, % at 6.5 µM; 240,000 compounds, 0.4% hits; AID 1656;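 active = lipid droplet intensity inhibited by at least 50%, with more than 500 cells counted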
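Technique: fluorescence imaging, 20x objective, two fields per well / Assay system: AML12 hepatocytes (mouse) / Measure: % inhibition of lipid droplet signal / Doses: 6.5 µM single-point dosing / Incubation: overnight exposure / Reagent: 100 µM oleic acid challenge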
ER stress rescue: protection against thapsigargin-triggered cell killing – 384-well, CSM14.1, ATP luminescence, primary screen (AID 1222); CSM14.1 thapsigargin-induced death rescue, ATP luminescence; higher % means a stronger effect; cellular ATP content (survival), % at 20 µM, or EC50 in µM where a hit was titrated; 190,000 tested, under 10 active;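 active = EC50 below 50 µM in the dose-response confirmation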;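 also: death triggered by thapsigargin at about 15 µM added after 2 h compound pretreatment; cell ATP read after overnight thapsigargin exposure of roughly 18 to 22 hours; normalized against plate controls of thapsigargin alone and 5% DMSO vehicle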
LYP phosphatase: PTPN22 lymphoid phosphatase activity blockers – biochemical, fluorescence intensity, uHTS (AID 1779). recombinant LYP phosphatase, fluorescence intensity; higher % means a stronger effect. inhibition, % at 11.5 µM, or IC50 in µM where a hit was titrated. 290,000 compounds, 0.054% hits;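 also: plate controls were vehicle with enzyme for no effect and no enzyme for full effect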
Lipid droplet cells 6.5 µM: also measured in Lipid droplet; calls as there; cell count; measured here: cell count, cytotoxicity flag;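 cells counted across two imaged fields per well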
* = called active by the depositor; . = not tested or not shown. Rule as the data show it, unless noted: active = inhibition above about 50%; inactive = the rest. Some of the compounds tested. The share of hits here may be higher or lower than overall.

Every second line gives: HEK293 NOD2/NF-kB | P. falciparum M17LAP | M1AAP inhibition | AID2073 | XIAP antagonists | Siah-1 displacement | Lipid droplet | Lipid droplet cells 6.5 µM | ER stress rescue | LYP phosphatase
Nc1ccc(N2CCN(C(=O)c3ccco3)CC2)cc1
 : 0% | 1% | 2% | -12% | -2.6% | 1% | . | . | 2.9% | -2%
N#C/C(=C1\CCCN1)c1ccc2ccccc2n1
 : -26% | 8% | -1% | 22% | -6.2% | -3% | . | . | 2.1% | -7%
COc1cccc(N/C=C/C(=O)c2ccc(Cl)cc2)c1
 : -125% | 9% | 11% | 6% | -5.3% | 4% | 4 | 670 | -0.8% | -4%
COc1ccc(CNS(=O)(=O)c2ccc(-c3ccc(=O)[nH]n3)o2)cc1
 : 8% | . | . | 30% | . | 0% | -9 | 675 | . | -9%
CC(=O)Nc1ccc(OC(=O)c2c(-c3ccccc3Cl)noc2C)cc1
 : 15% | -1% | -4% | -5% | -3.4% | 2% | -17 | 603 | -1.2% | -5%
COc1ccc(C2C(C(C)=O)=C(O)C(=O)N2c2nc3ccccc3s2)cc1OC (stereo unspecified)
 : -6% | 0% | 18% | 3% | -6.4% | 2% | 12 | 683 | -8.2% | -3%
CCOC(=O)c1nnc2c(Br)c(-c3ccccc3)nn2c1C
 : 16% | 1% | 2% | 16% | -3.7% | 16% | -1 | 736 | 0.1% | -1%
O=C(O)CN1CCCCCC1=O
 : 11% | 1% | 4% | 7% | -5.0% | 7% | -3 | 672 | -0.3% | -2%
CN(C)C(=O)CSc1nnc(CCN)o1
 : -5% | 4% | -2% | 3% | -6.4% | 0% | . | . | 1.5% | -6%
O=C(c1ccco1)N1CCN(Cc2c(Cl)cccc2Cl)CC1
 : -23% | . | . | 11% | . | 1% | 8 | 874 | . | -5%
O=C(NC1CCCCC1)C(c1ccc2ncccc2c1)N(Cc1ccccc1)C(=O)c1ccc2c(c1)OCCO2 (stereo unspecified)
 : 14% | -3% | 2% | -2% | -14% | 1% | 0 | 624 | 32µM* | 0%
Cc1ccc(CN2C(=NC(=O)CCC(=O)O)SC3CS(=O)(=O)CC32)cc1 (stereo unspecified)
 : 2% | 0% | 2% | 12% | . | 2% | 4 | 772 | . | -6%
COc1ccc(Nc2cc(C(=O)N3CCc4ccccc4C3)c3ccccc3n2)c(OC)c1
 : 7% | -2% | 4% | 9% | 1.2% | 1% | 1 | 698 | -1.6% | 9%
COc1ccc(CC(CC(=O)O)C(=O)NCc2ccccc2)cc1 (stereo unspecified)
 : 8% | -4% | 5% | 5% | -6.8% | -3% | -3 | 700 | 0.7% | -4%
Cc1ccccc1NC(=O)CC(=O)c1ccccc1
 : -3% | . | . | 19% | . | 3% | -7 | 765 | . | -9%
Cc1ccc(-c2ccccc2)n1-c1ccc(C(=O)O)cc1
 : 14% | 23% | -1% | 8% | -1.1% | -4% | 3 | 597 | 0.5% | -9%
COc1cc2c(C(=O)N3CCN(c4cccc(Cl)c4)CC3)cn(C)c(=O)c2cc1OC
 : 13% | -1% | -1% | 2% | -4.2% | 0% | -1 | 805 | -0.5% | -5%
CCC(C)[C@H](NC(=O)N1CC(=O)Nc2ccccc21)C(=O)N1CCC(C(=O)O)CC1 (stereo partly specified)
 : 13% | . | . | 3% | . | 3% | 0 | 686 | . | -9%
CC(C)CN(C(=O)COC(=O)CCc1c[nH]c2ccccc12)C1CCS(=O)(=O)C1 (stereo unspecified)
 : 10% | 4% | 4% | 24% | -4.5% | -1% | 13 | 754 | -1.0% | -8%
CN(CC(=O)Nc1ccccc1C(F)(F)F)C(=O)COc1ncnc2sccc12
 : 14% | -3% | 0% | 4% | -4.4% | 7% | -31 | 502 | -0.7% | -5%
CCOc1ccccc1NC(=O)C1CCN(S(=O)(=O)c2cccc3cccnc23)CC1
 : 4% | 7% | 5% | 0% | -11% | -3% | . | . | -0.1% | -5%
CCC(Oc1ccccc1)C(=O)Nc1nnc(S(=O)(=O)N2CCCC2)s1 (stereo unspecified)
 : 5% | . | . | -3% | . | 2% | -7 | 675 | . | -7%
O=C(N/N=C/c1ccco1)C(O)C(O)C(=O)N/N=C/c1ccco1 (stereo unspecified)
 : -1% | . | . | 3% | . | 7% | 17 | 791 | . | -8%
O=C1OC(c2ccc(Cl)cc2)=N/C1=C\C=C\c1ccco1
 : -3% | 69% | 16% | 51% | -6.8% | 0% | 19 | 691 | -2.9% | 6%
Cc1cc(/C=N/NC(=O)c2cccc([N+](=O)[O-])c2)c(C)n1-c1ccccc1
 : -26% | 4% | 3% | 24% | -1.0% | 3% | 22 | 653 | -4.5% | 4%
Cc1ccccc1-c1nc(CS(=O)(=O)CC(=O)NC2CCCC2)c(C)o1
 : 28% | . | . | -1% | . | -5% | -2 | 776 | . | -15%
Cc1cc(C)nc(N2CCCC(C(=O)Nc3ccc4nc(C)c(C)nc4c3)C2)n1 (stereo unspecified)
 : -2% | -8% | 2% | -1% | 0.9% | 0% | . | . | 0.5% | 4%
O=C1NN=COc2ccccc21
 : 3% | 5% | 4% | 37% | -23% | 2% | -3 | 568 | -1.3% | -10%
Cc1cnc(C(=O)Nc2nc(-c3ccccc3)cs2)cn1
 : 8% | -4% | 7% | -15% | 1.8% | 2% | 8 | 682 | -3.4% | 0%
Oc1ccccc1-c1nnc(SCCN2CCOCC2)n1Cc1ccccc1
 : -3% | -4% | 5% | -3% | -5.5% | 14% | . | . | -0.3% | -4%
CS(=O)(=O)c1nc(-c2ccccc2)cc(-c2ccccc2)c1C#N
 : -34% | -9% | 5% | 2% | -2.8% | 3% | . | . | -0.8% | -3%
CC1(C)CC(=O)C/C(=N/NC(=O)COc2ccc3ccccc3c2Br)C1
 : -6% | . | . | 17% | . | 4% | -2 | 672 | . | 2%
C/C=C/c1ccc(OCCN2CCc3ccccc3C2)c(OC)c1
 : 11% | -13% | 3% | -7% | -1.1% | -5% | -39 | 676 | 17% | -4%
O=C(NCC(=O)N1CCN(c2ccccc2O)CC1)c1ccccc1
 : -58% | . | . | -2% | . | -5% | . | . | . | 1%
CCOc1ccccc1N(CC(=O)NC(C)(C)C)C(=O)CCC(=O)Nc1nccs1
 : 10% | . | . | 8% | . | 18% | -2 | 824 | . | -9%
C=CCN(CC=C)c1cnn(-c2nc3ccccc3[nH]2)c(=O)c1Cl
 : -32% | -2% | 12% | 11% | -4.1% | 0% | 4 | 806 | -3.1% | -1%
O=C(CSc1nc2ccccc2s1)Nc1ccc2c(c1)oc1ccccc12
 : -48% | 10% | 1% | 4% | -4.6% | -6% | -4 | 646 | -1.1% | -4%
CCN(CC)S(=O)(=O)c1ccc(Cl)c(NC(=O)COC(=O)/C=C/c2ccc(O)c(OC)c2)c1
 : -3% | -4% | 6% | 16% | -13% | -10% | 6 | 414 | -2.8% | 6%
CCCc1cc(C(=O)NNC(=S)NCC)c2ccccc2n1
 : 16% | -8% | -8% | -25% | 0.1% | -6% | 7 | 733 | -1.6% | -7%
CCCCn1c(CN2CCN(C(=O)OCC)CC2)nc2c1c(=O)n(C)c(=O)n2C
 : 13% | -6% | 1% | -13% | -2.0% | 3% | . | . | 0.0% | -2%

Further compounds
molecule,HEK293 NOD2/NF-kB,P. falciparum M17LAP,M1AAP inhibition,AID2073,XIAP antagonists,Siah-1 displacement,Lipid droplet,Lipid droplet cells 6.5 µM,ER stress rescue,LYP phosphatase
COC(=O)Cc1c(C)nc2nc(-c3ccco3)[nH]n2c1=O,-10%,-1%,0%,15%,-6.2%,-3%,24,749,-3.9%,-4%
CC1CCCCN1C(=O)CSCC(=O)Nc1nc(-c2cccs2)cs1 (stereo unspecified),12%,8%,8%,6%,-15%,0%,28,755,-1.7%,3%
Cn1c(=O)[nH]c(=O)c2c1nc(NCCCO)n2CCCc1ccccc1,20%,-3%,5%,-3%,-6.0%,-2%,.,.,2.4%,-6%
CN(C)C(=O)c1cc(C(=O)c2ccc(F)cc2F)c[nH]1,-5%,.,.,-6%,.,1%,4,780,.,-3%
COc1ccc(C/C(N)=N/OC(=O)CCc2ccccc2)cc1,-3%,.,.,29%,.,2%,0,752,.,-2%
COc1ccc(-c2cc3c(=O)n(CC(=O)NCCN4CCCC4)nc(C)n3n2)cc1,1%,.,.,5%,.,10%,0,683,.,-4%
COc1ccc(CCC(=O)NC(C)C2CCCO2)cc1 (stereo unspecified),-11%,.,.,-1%,.,-5%,-1,806,.,1%
CCC(C)(C)NC(=O)CN(C(=O)CCC(=O)Nc1nccs1)c1ccc2c(c1)OCCO2,-35%,.,.,11%,.,1%,-2,824,.,0%
Cc1ccsc1/C=N/NC(=O)c1ccccn1,-38%,7%,5%,8%,-2.1%,7%,-4,651,-4.9%,-1%
COc1ccccc1NS(=O)(=O)c1cccc(C(=O)NNC(=O)C(NC(N)=O)C(C)C)c1 (stereo unspecified),4%,-6%,1%,8%,.,8%,-5,736,.,-11%
Cc1noc(C)c1CN1C(=O)c2ccccc2C1=O,2%,.,.,8%,.,-4%,8,689,.,-8%
COc1ccc(/C(N)=N/OC(=O)c2ccc([N+](=O)[O-])c(C)c2)cc1OC,5%,8%,9%,-2%,-5.4%,0%,.,.,0.5%,-4%
COc1ccc(N2C(=O)CC(N3CCN(S(=O)(=O)c4c(F)cccc4F)CC3)C2=O)cc1OC (stereo unspecified),1%,4%,-1%,9%,-10%,-4%,4,760,-2.3%,-2%
